Assay outcomes (PubChem)
EPAC1 agonist: agonists of human EPAC1. AID 720707. O95398. 360,000 tested, 0.073% active. Potency, µM (top dose mostly 154 µM), without a hit: at the top dose activation, actives largely listed as activators. EPAC1 agonist qHTS, biochemical assay; response scale: 100% = response to 6.5 mM cAMP; note: potency is the fitted concentration of half-maximal effect; nearly all actives have a fitted effect of over 60% in size
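Fluorescent GDP-exchange assay: 100 nM EPAC1 with 250 nM Rap1B preloaded with BODIPY-GDP and 50 uM GDP; compounds tested as concentration series, 5 min at room temperature, then read every 5 min for 30 min (ex 480/em 540 nm); normalized to 6.5 mM cAMP.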
aSyn rescue: inhibitors of alpha-synuclein toxicity in yeast; Potency, µM (top dose mostly 46.1 µM), inactives show at the top dose growth rescue (activation), actives largely listed as activators; 370,000 tested, 0.14% active; Yeast expressing alpha-synuclein, growth rescue, BacTiter-Glo, 24 h; AID 652106; note: potency is the fitted concentration of half-maximal effect; % of control where 0% means no effect; nearly all actives have a fitted effect of over 65% in size
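Rescue of yeast growth: cells expressing toxic alpha-synuclein, induced in galactose at OD600 0.02, incubated with compound 24 h at 30 C. ATP luminescence quantified growth; inhibitors of toxicity appear as activators.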
PI5P4K alpha inh: inhibitors of human PI5P4K alpha; P48426; max response, %; 330,000 tested, 1.2% active; PI5P4Kalpha enzyme, ADP-Glo luminescence, 60 min; hits give low values; AID 652105; active = max response of -50% or lower; inconclusive = between -30% and -50%; inactive = -30% or higher; note: value at the top dose of about 77 µM; % is set by controls: 0 for no effect and ±100 for the full control effect
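ADP-Glo luminescence end-point read after a 60 min room-temperature kinase reaction of PI5P4Kalpha plus substrate, initiated with ATP at 5 microM final. Buffer: 0.038 M HEPES pH 7.4, EGTA, 0.1% CHAPS, 5% DMSO.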
Abeta yeast res: compounds reversing amyloid beta toxicity in yeast. AID 1347071. yeast expressing A-beta42, growth rescue, OD600, 48 h; response scale: 0% DMSO, 100% iron-clioquinol control. 410,000 tested, 0.063% active. Potency, µM (highest dose often 46.1 µM), for the others: at the highest dose growth rescue, hits mostly activators; note: potency is the fitted concentration of half-maximal effect; nearly all actives have a fitted effect of over 55% in size
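Yeast growth medium received pinned compounds, then yeast cells expressing toxic A-beta were added; plates incubated at 30 C for 48 hr. Growth read as absorbance at 600 nm, normalized to DMSO and equimolar FeCl3 plus clioquinol controls.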
FUS yeast rescue: suppressors of FUS proteinopathy in yeast | S. cerevisiae FUS-expressing, growth rescue, OD600, 24 h | Potency, µM (highest dose often 76.6 µM), for inactives: at the top dose growth rescue (activation), most hits filed as activators | 390,000 tested, 0.24% active | AID 1347120;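 note: potency is the fitted concentration of half-maximal effect; plate controls were DMSO vehicle for no effect and reference control for full effect; nearly all actives have a fitted effect of over 55% in size; some results filed as inactive show a strong effect at the top dose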
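FUS-expressing yeast, raffinose-pregrown, induced in 2% galactose minimal medium at OD 0.005; compounds in a dilution series, 24hr at 30C. Growth restoration read as absorbance at 600 nm. CP55940 positive control, DMSO negative.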
PLK1 PBD block: PLK1 (human) polo-box domain binding inhibition | P53350 | Plk1 PBD binding of FITC phosphopeptide, fluorescence polarization | Potency, µM, for the others: max response, negative = inhibition, usual class: inhibitors | 360,000 tested, 2.8% active; note: potency is the fitted concentration of half-maximal effect; series mostly up to about 57 µM; % is set by controls: 0 for no effect and ±100 for the full control effect; nearly all actives have a fitted effect of over 65% in size
EPAC1 antagonist: blocks human EPAC1 exchange factor. EPAC1 GEF assay, Rap1b-BODIPY-GDP exchange fluorescence. 360,000 tested, 0.14% active. AID 720709. Potency, µM (highest dose often 115 µM), without a hit: at the top dose activity change, negative = inhibition, most hits filed as inhibitors. O95398;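 note: potency is the fitted concentration of half-maximal effect; plate controls were vehicle for no effect and positive control for full effect; nearly all actives have a fitted effect of over 50% in size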
WRN helicase inh: inhibitors of human WRN helicase | WRN helicase unwinding, fluorescent forked duplex, kinetic | Potency, µM (series often up to 114 µM), for the others: at the highest dose activity change, negative = inhibition, hits mostly inhibitors | Q14191 | 360,000 tested, 0.46% active | AID 651768; note: potency is the fitted concentration of half-maximal effect; % is set by controls: 0 for no effect and ±100 for the full control effect; nearly all actives have a fitted effect of over 55% in size
Target sequence (Q14191 whole entry, looked up): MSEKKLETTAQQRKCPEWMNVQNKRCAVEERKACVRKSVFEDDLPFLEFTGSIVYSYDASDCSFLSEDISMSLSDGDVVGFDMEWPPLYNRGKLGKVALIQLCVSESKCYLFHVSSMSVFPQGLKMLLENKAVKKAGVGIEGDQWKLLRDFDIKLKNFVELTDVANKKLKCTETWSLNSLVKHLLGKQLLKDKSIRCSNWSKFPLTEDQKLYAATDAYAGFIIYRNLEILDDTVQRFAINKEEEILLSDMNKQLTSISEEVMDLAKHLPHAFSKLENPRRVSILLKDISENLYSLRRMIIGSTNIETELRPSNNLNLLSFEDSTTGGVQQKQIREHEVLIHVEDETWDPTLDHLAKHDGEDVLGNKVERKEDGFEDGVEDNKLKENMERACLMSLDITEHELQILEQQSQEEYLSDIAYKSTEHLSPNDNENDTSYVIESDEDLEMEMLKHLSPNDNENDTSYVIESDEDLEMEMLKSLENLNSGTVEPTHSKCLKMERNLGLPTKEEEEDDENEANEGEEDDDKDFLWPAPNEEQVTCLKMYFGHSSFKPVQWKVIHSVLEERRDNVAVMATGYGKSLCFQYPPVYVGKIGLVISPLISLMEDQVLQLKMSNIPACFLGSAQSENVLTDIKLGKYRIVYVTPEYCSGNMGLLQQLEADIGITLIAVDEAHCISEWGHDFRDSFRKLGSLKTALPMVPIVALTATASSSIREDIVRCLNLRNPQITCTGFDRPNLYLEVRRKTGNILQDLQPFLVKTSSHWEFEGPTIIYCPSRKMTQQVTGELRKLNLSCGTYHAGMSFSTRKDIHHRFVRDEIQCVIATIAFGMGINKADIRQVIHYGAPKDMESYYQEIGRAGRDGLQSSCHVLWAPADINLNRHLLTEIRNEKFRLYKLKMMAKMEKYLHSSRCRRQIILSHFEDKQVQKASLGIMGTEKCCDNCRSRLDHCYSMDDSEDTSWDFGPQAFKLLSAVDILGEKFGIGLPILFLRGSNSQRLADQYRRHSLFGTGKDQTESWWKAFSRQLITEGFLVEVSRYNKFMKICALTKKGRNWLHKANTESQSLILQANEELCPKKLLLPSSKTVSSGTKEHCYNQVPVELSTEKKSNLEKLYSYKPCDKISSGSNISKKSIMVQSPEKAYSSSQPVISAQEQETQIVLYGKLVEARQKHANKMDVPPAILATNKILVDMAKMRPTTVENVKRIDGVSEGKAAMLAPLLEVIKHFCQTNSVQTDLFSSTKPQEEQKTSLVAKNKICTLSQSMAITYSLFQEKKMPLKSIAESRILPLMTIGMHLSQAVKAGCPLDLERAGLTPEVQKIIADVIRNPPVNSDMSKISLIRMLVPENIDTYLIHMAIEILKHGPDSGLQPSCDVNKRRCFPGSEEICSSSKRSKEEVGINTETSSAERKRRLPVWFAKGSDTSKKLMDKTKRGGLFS
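WRN at 20 nM final preincubated with compound 15 min at room temperature; reaction started with 100 nM fluorophore/quencher forked duplex oligonucleotide and 2 mM ATP final. Unwinding followed kinetically by red fluorescence (ex 525, em 598 nm).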
IL2 activator: activators of IL-2; IL-2 activation reporter assay, cell-based qHTS; stimulated with anti-CD3/CD4/CD28 beads; in transgenic mouse T cells; activation, % (series mostly up to about 46 µM); 360,000 tested, 0.065% active; AID 652025; in the data active = activation above about 50%; inconclusive = mostly about 30% to 49%; note: 0% is about no effect
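EGFP and DsRed fluorescence is measured by plate cytometry in unstimulated transgenic mouse T cells exposed to compound for 60 minutes, then stimulated 18 hours at 37 degrees C with anti-CD3/anti-CD4 beads plus anti-CD28.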
Active calls of the source: *; ? = inconclusive; . = no result given; [ ] = another dose, or the depositor's remark. Unless noted, calls come from the whole dose curve; as a rule, active = well fitted curve in the direction sought with a large enough effect; inconclusive = small, poorly fitted or top-dose-only effect, or another doubt; inactive = no such curve, though single readings can be large; an effect the other way counts as inactive or inconclusive.

A first look (four entries):
SMILES	EPAC1 agonist	aSyn rescue	PI5P4K alpha inh	Abeta yeast res	FUS yeast rescue	PLK1 PBD block	EPAC1 antagonist	WRN helicase inh	IL2 activator
O=C(NCc1ccc(F)cc1)c1cc(C2CCCCN2S(=O)(=O)c2cccc3cccnc23)on1 (configuration not stated)	5%	4%	6	0%	?	-4%	-3%	-3%	0.1
Cc1[nH]nc2c1C(C(C)c1ccccc1)C(C#N)=C(N)O2 (configuration not stated)	0%	-5%	-9	-12%	12%	-19%	19%	-27%	0.2
CCCn1c(SCC(=O)OCC)nc(C(F)(F)F)cc1=O	1%	6%	1	-4%	14%	-3%	13%	-23%[57.1 µM]	-3.6
CC1(C)CC(=O)c2cnc(NCc3ccco3)nc2C1	-7%	1%	2	-15%	4%	-6%	-17%	8%	0.7

The whole of this part (from the top)
SMILES	EPAC1 agonist	aSyn rescue	PI5P4K alpha inh	Abeta yeast res	FUS yeast rescue	PLK1 PBD block	EPAC1 antagonist	WRN helicase inh	IL2 activator
O=C(NCc1ccc(F)cc1)c1cc(C2CCCCN2S(=O)(=O)c2cccc3cccnc23)on1 (configuration not stated)	5%	4%	6	0%	?	-4%	-3%	-3%	0.1
Cc1[nH]nc2c1C(C(C)c1ccccc1)C(C#N)=C(N)O2 (configuration not stated)	0%	-5%	-9	-12%	12%	-19%	19%	-27%	0.2
CCCn1c(SCC(=O)OCC)nc(C(F)(F)F)cc1=O	1%	6%	1	-4%	14%	-3%	13%	-23%[57.1 µM]	-3.6
CC1(C)CC(=O)c2cnc(NCc3ccco3)nc2C1	-7%	1%	2	-15%	4%	-6%	-17%	8%	0.7
Oc1ccc2ccccc2c1C=Nc1ccccc1-c1nc2ccccc2[nH]1	-13%	-12%	-12	-27%	.	?	-17%	?	-5.5
Cc1cc(C)cc(NC(=O)C2CCN(S(=O)(=O)c3ccc4c(c3)NC(=O)C(C)S4)CC2)c1 (configuration not stated)	7%	0%	0	8%	?	7%	-24%	-14%[57.1 µM]	-4.7
Cc1ccc(C)n1-c1ccc(-n2cnnn2)cc1	4%	-2%	.	1%	?	-10%	?	-22%	-0.7
COc1ccc(-n2nc(C(=O)NCC(=O)NCCCN3CC(C)CC(C)C3)c3ccccc3c2=O)cc1OC (configuration not stated)	1%	1%	4	7%	10%	-10%	-19%	7%	0.9
CC(NC(=O)c1ccco1)C(c1cccs1)N1CCN(c2ccc(F)cc2)CC1 (configuration not stated)	21%	8%	.	-1%	-7%	-10%	-3%	-9%	-1.7
CCCC(=O)O[C@H]1C[C@@H](C)N(C(=O)c2ccccc2)c2ccc(C)cc21	2%	1%	5	0%[9.22 µM]	?	-3%	-12%	-12%	-3.7
CCOC(=O)C1CCCN(C(=O)Cn2nc(C)n3nc(-c4ccccc4)cc3c2=O)C1 (configuration not stated)	-3%	0%	1	11%	-1%	-13%	-18%	-1%	-1.1
O=C(O)CNS(=O)(=O)c1ccc(C2CCCCC2)cc1	-2%	-2%	3	-12%	-2%	5%	9%	0%	3.3
CSc1ccc(CN2CCC(C)(Oc3cnc(Cl)c4ccccc34)C2)cc1 (configuration not stated)	8%	11%	21	6%	5%	3%	-19%	-4%	-0.4
C/C(=N\NC(=S)Nc1ccc(C)cc1)c1cccc(N)c1	2%	-4%	4	10%	22%	-12%	-10%	-13%	-5.5
COc1cc2[nH]c(=O)n(CCCCCC(=O)NCCCN3CCOCC3)c(=O)c2cc1OC	7%	4%	7	10%	.	-5%	0%	-3%	0.4
O=C(OCCN1CCOCC1)c1cccs1	10%	-1%	0	8%	-6%	2%	-9%	-5%	-0.4
O=C(N/N=C/c1cccnc1)c1cc(-c2ccccc2)nc2ccccc12	13%	1%	3	13%	25%	0%	-7%	-6%	-0.5
CCc1ccc(N(C)S(=O)(=O)c2ccc3[nH]cc(C(=O)NCCN4CCOCC4)c(=O)c3c2)cc1	-3%	0%	.	3%	36%	-5%	13%	4%	-2.1
COc1ccc(-n2c3c(c(=O)[nH]c2=O)C(NC(=O)c2ccncc2)(C(F)(F)F)C(=O)N3)cc1 (configuration not stated)	9%	-6%	0	1%	-42%	-12%	-17%	0%	0.4
O=C(NCC(c1ccco1)N1CCCC1)c1ccc(S(=O)(=O)Nc2ccccc2Cl)cc1 (configuration not stated)	6%	0%	-1	-8%	-5%	-15%	-22%	-10%	0.0
COc1ccc(C(=O)c2sc3nc(-c4ccccc4)ccc3c2N)cc1	19%	13%	1	9%	.	-2%	20%	-11%	-1.3
CC1(C)CC(=O)C2=C(C1)NC(=O)CC2c1cc2c(cc1Br)OCO2 (configuration not stated)	11%	17%	-6	16%	-22%	3%	-3%	-14%[57.1 µM]	-1.9
COc1ccc(CCNC(=O)CSc2nc(-c3ccco3)cc(C(F)(F)F)n2)cc1	-1%	0%	.	-6%	11%	-9%	-2%	-10%	-0.6
CCCCn1c(=O)n(CC(=O)Nc2ccc(OC)c(Cl)c2)c(=O)c2c1nc(CO)n2CCC	-3%	2%	-7	10%	24%	-2%	-8%	2%	-0.4
CCOc1ccccc1NC(=O)CCNC(=O)c1ccco1	-1%	-2%	0	-12%	-2%	-3%	-4%	0%	-4.2
Cc1ccc(OCC(=O)N2N=C(C(F)(F)F)CC2(O)C(C)(C)C)cc1C (configuration not stated)	-7%	0%	1	28%	29%	-5%	-17%	-4%	-3.9
CCCCn1c(=O)[nH]c(=O)c2c1nc(-c1cc(Br)ccc1OC)n2C	4%	-1%	1	3%	2%	-4%	-25%	-8%	0.1
CCCCn1nnnc1C1(C)CCC(=O)N1CCc1ccc(O)cc1 (configuration not stated)	0%	-8%	-5	-23%	-9%	-18%	10%	-2%	1.5
COC(=O)C1=C(C)N=c2s/c(=C/c3cccs3)c(=O)n2C1c1ccc(F)cc1 (configuration not stated)	0%	2%	.	-3%	17%	-6%	5%	0%	4.7
CC(=O)c1c(C)[nH]c(C(=O)NCc2ccc(F)cc2)c1C	11%	4%	-1	-4%	14%	-7%	-8%	-6%	0.1
Cc1ccc(C(=O)NCCCn2ccnc2)cc1[N+](=O)[O-]	9%	-3%	-1	-16%	5%	-7%	4%	-1%	-2.6
CC1CN(C(=S)NC(=O)c2ccc(Cl)cc2)CC(C)O1 (configuration not stated)	10%	-4%	-11	20%	6%	-10%	15%	4%	-4.1
OCCN1CCN(C(=S)NCCc2ccccc2)CC1	-1%	-10%	0	-3%	-12%	-20%	9%	4%	-0.6
Cn1c(-c2cccc(Br)c2)cnc1NCc1ccccc1O	12%	-3%	1	-4%	13%	-17%	-24%	7%	-3.2
O=C(Nc1ccc(-c2ccccc2)cc1)c1ccc2c(c1)S(=O)(=O)c1ccccc1C2=O	-3%	-1%	0	-5%	-13%	-8%	-7%	6%	-2.7
CCOC(=O)C1CCCCN1Cc1ccc(OC)c(OC)c1 (configuration not stated)	-3%	1%	2	-2%	16%	-8%	-22%	-7%	1.4
CCC1Oc2ccccc2N(CC(=O)NCCN2CCCC2)C1=O (configuration not stated)	-10%	0%	4	-4%	-14%	-6%	-2%	1%	-2.1
COc1ccc(CC2(CO)CCN(Cc3cccc4nccnc34)CC2)cc1	16%	-9%	-1	-10%	10%	-1%	-3%	2%	1.4
Nc1nc(SCc2ccc(Cl)cc2)ns1	0%	-5%	3	?	-4%	-2%	4%	0%	-0.6
COc1ccc(CNc2nc3ccccc3n2C)c(O)c1	-4%	-2%	1	-3%	15%	1%	0%	-4%	-0.2
COc1ccc(-c2nc(-c3cccnc3)no2)cc1OC	3%	7%	-8	-2%	11%	-7%	6%	9%	-0.6
CC(=O)CC1c2ccccc2C=C(c2ccsc2)N1c1ccc(-c2cccs2)cc1 (configuration not stated)	-12%	6%	1	-5%	8%	-2%	-5%	5%	-0.4
CCc1cccc2c1NC(=O)C2=O	10%	6%	-1	21%	-15%	-10%	-1%	5%	-0.2
C/C(=N\Nc1nc(N2CCOCC2)nc(N2CCOCC2)n1)c1cccc([N+](=O)[O-])c1	8%	0%	-3	7%	17%	-12%	-7%	-2%	0.4
COc1cc2c(cc1OC)C(C)N(C(=O)CCc1c[nH]c3ccccc13)CC2 (configuration not stated)	-6%	12%	2	7%	18%	2%	-18%	-4%	-0.1
Cc1occc1-c1nnc(SCC(=O)NC2CCCC2)n1C	3%	-3%	1	-16%	-4%	2%	-2%	-1%[57.1 µM]	-0.5
Cc1cc(C)nc(Nc2nc(C(N)Cc3ccc(F)cc3)cs2)n1 (configuration not stated)	6%	-11%	-4	-7%	0%	-9%	-4%	-2%	-0.7
O=C(/C=C/c1ccc(OCCCF)cc1)Nc1ccnc(-c2ccncc2)n1	0%	-7%	2	-9%	14%	-11%	-2%	-11%	0.3
CCc1ccc(-c2nc(C(N)=O)c3[nH]c(=O)n(-c4ccccc4OC)c3n2)cc1	-11%	0%	0	-14%	-11%	-14%	-9%	-6%	0.2
CC1(C)Cc2c(c(N3CCCC3)nc3sc4c(N5CCN(CCO)CC5)ncnc4c23)CO1	3%	1%	.	-4%	25%	-1%	-12%	-22%	-1.4
CN(Cc1cnn(Cc2ccccc2)c1)C(=O)c1cccc(S(=O)(=O)N2CCOCC2)c1	8%	-1%	0	9%	9%	1%	9%	-1%	0.2
CCCc1nc2oc3c(NCCOCCO)ncnc3c2c2c1COC(C)(C)C2	-3%	-3%	1	-9%	11%	-2%	7%	17%	-2.3
O=C(Nc1ccc2c(c1)OCCO2)C(C1CC1)n1c(=O)c(-c2ccccc2)nc2ccccc21 (configuration not stated)	5%	11%	-5	3%	?	-17%	-12%	0%	-0.5
CCOC(=O)N1CCN(C(=O)CNC(=O)Cn2cnc3ccccc3c2=O)CC1	11%	3%	6	-18%	10%	-9%	?	-5%	-1.9
